Source: PubChem BioAssay
KOR beta-arrestin-1: KOR antagonists, beta-arrestin recruitment, cell-based, luminescence, uHTS (AID 1778). actives 0.091% (n = 290,000). KOR beta-arrestin recruitment, luminescence, antagonist mode; higher % means a stronger effect. inhibition, % at 10 µM, or IC50 in µM where a hit was titrated; in the data active = inhibition above about 50%; also: strong numbers were not always called active
KOR beta-arrestin-2: KOR agonists, beta-arrestin recruitment, primary screen, cell-based, luminescence, uHTS (AID 1777) | one-dose activation, % at 10 µM; EC50 in µM for titrated hits | actives 0.02% (n = 280,000) | KOR beta-arrestin recruitment, luminescence; higher % means a stronger effect; in the data active = activation above about 50%, passing the limit was not always enough; also: a part of the inactive calls stands beside numbers as strong as those of hits
GPR35 antagonists: inhibition of zaprinast-stimulated GPR35 beta-arrestin translocation – imaging, U2OS, beta-arrestin-GFP, zaprinast agonist, primary screen (AID 2058); U2OS GPR35 beta-arrestin-GFP translocation imaging, zaprinast antagonism; higher % means a stronger effect; inhibition, % at 10 µM, or IC50 in µM where a hit was titrated; actives 0.052% (n = 290,000);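 active = inhibition of at least 50% with at least 30 cells and total cytoplasm GFP at most 10,000,000; inconclusive = under 30 cells or total GFP of 10,000,000 plus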
NTR1 agonist: NTR1-driven beta-arrestin-GFP spot formation – imaging, U2OS cells, high content, primary screen (AID 493036); agonist mode; actives 0.17% (n = 330,000); activation, % at 20 µM; P30989;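 active = activation at or above 40% of the spot to cytoplasm intensity ratio, with at least 20 cells analyzed; inconclusive = wells under 20 cells, flagged as cytotoxic or low count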;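 also: 0% = DMSO without peptide and 100% = 100 nM NTR1 peptide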
Target sequence (P30989 whole entry, looked up): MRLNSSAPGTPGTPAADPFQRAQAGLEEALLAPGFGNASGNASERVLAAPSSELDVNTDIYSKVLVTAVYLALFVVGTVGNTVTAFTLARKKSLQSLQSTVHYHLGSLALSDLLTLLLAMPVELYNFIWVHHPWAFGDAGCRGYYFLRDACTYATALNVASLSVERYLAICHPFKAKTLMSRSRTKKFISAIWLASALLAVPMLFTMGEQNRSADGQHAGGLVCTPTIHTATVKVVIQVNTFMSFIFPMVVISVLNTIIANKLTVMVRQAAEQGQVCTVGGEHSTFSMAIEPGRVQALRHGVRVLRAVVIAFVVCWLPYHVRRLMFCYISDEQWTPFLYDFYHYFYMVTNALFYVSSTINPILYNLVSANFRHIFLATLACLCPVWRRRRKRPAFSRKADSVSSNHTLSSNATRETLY
GPR55 antagonists: inhibition of LPI-stimulated GPR55 beta-arrestin translocation – imaging, U2OS, beta-arrestin-GFP, LPI agonist, primary screen (AID 2013). U2OS GPR55 beta-arrestin-GFP translocation imaging, LPI antagonism; higher % means a stronger effect. inhibition, % at 10 µM, or IC50 in µM where a hit was titrated. actives 0.13% (n = 290,000);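 active = spots per cell inhibited over 60%, with over 100 cells counted and total cytoplasm intensity under 500,000; inconclusive = wells with under 100 cells, flagged as likely toxic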;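 also: U2OS cells stably carrying GPR55 and arrestin-GFP stimulated by 5 µM LPI near EC80; imaged beta-arrestin-GFP aggregate spots per cell after agonist stimulation; plate controls were LPI-stimulated DMSO wells for no effect and DMSO wells without LPI for full effect; some results filed as inactive read as strong as hits; confirmed hits need IC50 under 10 µM and bright autofluorescent wells are also inconclusive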
MgcRacGAP inhibition: MgcRacGAP GTPase-activating activity inhibitors, confirmation, biochemical, ADP Hunter fluorescence | MgcRacGAP-stimulated Rac1 GTP hydrolysis, ADP Hunter fluorescence; higher % means a stronger effect; GST-tagged Rac1 F28L mutant substrate | inhibition, % at 30 µM, or IC50 in µM where a hit was titrated | actives 0.6% (n = 340,000) | AID 624330;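 active = first-screen hits whose inhibition reached a set limit at any dose in the follow-up dose series; inconclusive = inhibition above the set first-screen limit but never retested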;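 also: fluorescence reports GDP produced by GAP-driven GTP hydrolysis; strong numbers were not always called active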
K1F lysis inhibition: protection from phage-mediated lysis, alamar blue read-out – E. coli UTI89, K1F phage, bacterial capsule biogenesis inhibitors (AID 488966); E. coli UTI89 K1F phage lysis, alamar blue, 2 h; higher % means a stronger effect; inhibition, % at 100 µM, or IC50 in µM where a hit was titrated; actives 0.02% (n = 340,000);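 active = phage lysis inhibition, versus mean bacterial control, above a set limit; inconclusive = no clear call, values can overlap the other calls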;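 also: capsule biogenesis inhibitors block K1F phage lysis so surviving cells raise fluorescence; higher fluorescence means more inhibition of phage lysis; actives were called in the ten point dose series up to 300 µM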
GPR55 beta-arrestin: GPR55 agonists via beta-arrestin recruitment, primary screen, imaging, U2OS cells, beta-arrestin-GFP redistribution (AID 1961). U2OS GPR55 beta-arrestin-GFP redistribution imaging; higher % means a stronger effect. activation, % at 10 µM, or EC50 in µM where a hit was titrated. actives 0.048% (n = 290,000);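 active = activation above 40% with more than 50 cells counted in the well; inconclusive = wells holding fewer than 50 cells, flagged as toxic or sparse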;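 also: U2OS osteosarcoma cells stably expressing GPR55 and beta-arrestin-GFP; plate controls were DMSO negative control for no effect and LPI positive control for full effect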
NOD1 inhibition: NOD1 signaling inhibitors, primary screen, cell-based, luminescence, uHTS (AID 1578). inhibition, % at 4 µM, or EC50 in µM where a hit was titrated. NOD1-driven NF-kB luciferase reporter cells, luminescence; higher % means a stronger effect. actives 1% (n = 290,000); in the data active = inhibition mostly above about 36%, no sharp cut-off; inactive = mostly below about 34%;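 also: HEK-293T reporter cells stimulated with the NOD1 agonist gamma-tri-DAP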
NTR1 agonist cell count 20 µM: recorded beside NTR1 agonist, whose call it bears; cell count; measured here: cell count, cytotoxicity flag
* hit, by the source's call; ? = inconclusive; . = not tested or not shown; [ ] = another dose, or the depositor's remark. Not all compounds are listed; the hit share may differ from the screen's.

SMILES | KOR beta-arrestin-1 | KOR beta-arrestin-2 | GPR35 antagonists | NTR1 agonist | NTR1 agonist cell count 20 µM | GPR55 antagonists | MgcRacGAP inhibition | K1F lysis inhibition | GPR55 beta-arrestin | NOD1 inhibition
CC(C)CCc1noc(CN(CC2CCC2)CC2CCCO2)n1 (stereo not drawn) | 33% | -0.4% | -19% | 0.3 | 55 | 1% | 5% | 1.4%[50 µM] | -0.1% | -4%
CNC(=O)c1ccc(-c2sc3nc(N4CCOCC4)c4c(c3c2N)CCCC4)o1 | -30% | 0.3% | 19% | 16 | 76 | 10% | ? | 0.0% | -0.2% | 1%
Cc1ccc(CN(C(=O)c2ccc(Cl)c([N+](=O)[O-])c2)C2CCS(=O)(=O)C2)o1 (stereo not drawn) | -8% | 3.0% | 14% | 3.2 | 39 | 6% | 14% | 0.1% | -0.2% | -24%
Cc1ccc(C(=O)NC=C(Cl)Cl)cc1 | -5% | -4.1% | 6% | -1.2 | 92 | 16% | 6% | -0.3% | -0.1% | -9%
Cc1cccc(/C=N/NC(=O)NC23CC4CC(CC(C4)C2)C3)n1 | -7% | -5.4% | 8% | 2.1 | 38 | -1% | . | . | -0.1% | -11%
Cc1c(CCOC(=O)CC23CC4CC(CC(C4)C2)C3)sc[n+]1CC(=O)c1ccccc1 | -31%[20 µM] | 1.1% | 5% | 21 | 38 | 54% | -41% | 3.1% | -0.1% | -16%
CC(=O)Nc1cccc(-c2cc(-c3c(Cl)cccc3Cl)no2)c1 | 12% | 7.7% | -6% | 1.9 | 45 | 19% | 5% | 0.7% | -0.2% | -5%
COc1ccc(NC(=O)C2CCC(=O)N2)cc1 (stereo not drawn) | 16% | -0.5% | -14% | 1.2 | 62 | 3% | 1% | 0.9% | 0.1% | 5%
Cc1ccccc1C(=O)NC(=S)Nc1ccc(S(=O)(=O)N2CCOCC2)cc1 | 13% | -4.1% | -3% | 1.9 | 34 | 0% | -2% | -0.3% | -0.1% | 4%
Clc1ccc2c(c1)-c1nnc(Br)n1-c1ccccc1S2 | 17% | -2.4% | -6% | 0.0 | 61 | 20% | 0% | 3.4% | 0.2% | -18%
CCOc1ccc(NC(=S)NC(=O)/C=C/c2ccc(OC)cc2)c([N+](=O)[O-])c1 | -14% | -6.6% | -5% | 1.9 | 64 | -8% | 11% | 0.0% | 0.5% | -21%
Cc1nnc(SCC(=O)Nc2ccc(S(=O)(=O)Nc3ccc(Cl)nn3)cc2)s1 | 6% | -1.6% | -5% | 1.0 | 52 | -15% | 10% | 0.0% | -0.1% | -32%
Cc1nc2ccccc2c2oc(C(=O)NCCCN3CCC(C)CC3)cc12 | 2% | 9.4% | 12% | -1.1 | 84 | 21% | 6% | -2.0% | -0.2% | -18%
CC(C)OCCCNC(=O)C1CC(=O)N(C2CCCCCCC2)C1 (stereo not drawn) | -31% | 5.0% | 6% | -1.1 | 48 | -4% | 16% | 0.0% | -0.1% | -30%
O=C(COC(=O)CN1C(=O)c2cccc([N+](=O)[O-])c2C1=O)NC1CCS(=O)(=O)C1 (stereo not drawn) | -37% | 1.4% | 10% | 2.4 | 58 | 3% | 10% | -0.4%[50 µM] | -0.3% | -1%
CC(C)N(Cc1ccccc1)C(=S)Nc1ccccc1F | 13% | 9.0% | 7% | -0.2 | 45 | 3% | . | . | -0.1% | -4%
Cc1ccc(C(=O)CC(C(=O)O)c2cn(CCC#N)c3ccccc23)cc1 (stereo not drawn) | 26% | -5.2% | 6% | 0.7 | 47 | 3% | 7% | -1.7% | 1.7% | 4%
Cn1cc(C(=O)Nc2ccc(F)c(Cl)c2)cn1 | 12% | 7.3% | -9% | 2.0 | 45 | 9% | -2% | -1.8% | -0.3% | -9%
Cc1ccc(S(=O)(=O)NC(=O)NCCCN2CCOCC2)cc1 | 6% | -5.5% | 9% | 0.0 | 49 | -4% | 7% | 0.0% | 0.6% | -19%
Nc1nc(Sc2ccc([N+](=O)[O-])cc2[N+](=O)[O-])n[nH]1 | 15% | 1.7% | 5% | 0.3 | 56 | -10% | 11% | 0.8% | -0.3% | -3%
COCCN(C(=O)CNC(=O)c1ccco1)C(C(=O)NC1CCCC1)c1ccccc1 (stereo not drawn) | -11% | 3.5% | -3% | 1.0 | 43 | -6% | 5% | 0.2% | 0.5% | 10%
CSc1cccc(NC(=O)CNS(=O)(=O)c2ccccc2)c1 | -17% | 3.7% | -18% | 0.2 | 93 | 1% | 6% | 0.0% | -0.1% | -20%
COCCn1c(SCC(=O)c2cc(C)n(C)c2C)nc2ccccc2c1=O | 19% | -4.9% | -8% | 0.5 | 52 | 10% | 1% | 0.3% | 0.1% | -37%
Cc1cc(Cl)ccc1NC(=S)NCc1ccc(Cl)cc1 | -55% | 2.7% | -3% | -0.5 | 65 | -1% | 5% | 2.0% | 1.6% | -17%

Quoted from the listing:
Cc1nnc(SCC(=O)Nc2ccc(S(=O)(=O)Nc3ccc(Cl)nn3)cc2)s1 @ GPR35 antagonists: -5%
COCCN(C(=O)CNC(=O)c1ccco1)C(C(=O)NC1CCCC1)c1ccccc1 (stereo not drawn) @ KOR beta-arrestin-2: 3.5%
Cc1c(CCOC(=O)CC23CC4CC(CC(C4)C2)C3)sc[n+]1CC(=O)c1ccccc1 @ NTR1 agonist: 21
Nc1nc(Sc2ccc([N+](=O)[O-])cc2[N+](=O)[O-])n[nH]1 @ NTR1 agonist cell count 20 µM: 56
Cc1cccc(/C=N/NC(=O)NC23CC4CC(CC(C4)C2)C3)n1 @ KOR beta-arrestin-1: -7%

The main list resumes; the two compounds before the break are reprinted first.
SMILES | KOR beta-arrestin-1 | KOR beta-arrestin-2 | GPR35 antagonists | NTR1 agonist | NTR1 agonist cell count 20 µM | GPR55 antagonists | MgcRacGAP inhibition | K1F lysis inhibition | GPR55 beta-arrestin | NOD1 inhibition
COCCn1c(SCC(=O)c2cc(C)n(C)c2C)nc2ccccc2c1=O | 19% | -4.9% | -8% | 0.5 | 52 | 10% | 1% | 0.3% | 0.1% | -37%
Cc1cc(Cl)ccc1NC(=S)NCc1ccc(Cl)cc1 | -55% | 2.7% | -3% | -0.5 | 65 | -1% | 5% | 2.0% | 1.6% | -17%
CCOC(=O)c1sc2ncn(/N=C/c3ccc(O)c(OC)c3)c(=O)c2c1C | -5% | 0.4% | -12% | 2.1 | 36 | -8% | 5% | -2.1% | -0.1% | -9%
COC(=O)C(C)n1cnc2c(nnn2-c2ccc(OC)cc2)c1=O (stereo not drawn) | -18% | -1.2% | 3% | -0.9 | 62 | 35% | 7% | -0.9% | 0.4% | -5%
O=C(NCCCN1CCOCC1)c1ccc2c(c1)N(Cc1c(F)cccc1Cl)C(=O)c1ccccc1S2 | -10% | 1.7% | 12% | 4.4 | 67 | 12% | -11% | -0.4% | -0.1% | -1%
CCCS(=O)(=O)N1CCN=C1SCc1cccnc1 | 1% | -5.5% | -8% | 3.2 | 76 | 2% | 2% | 0.0% | -0.4% | -27%
CC1(C)C(=O)OC(c2cccc([N+](=O)[O-])c2)C2(CCCCC2)C1=O (stereo not drawn) | 2%[20 µM] | 0.4% | 9% | 0.2 | 81 | -6% | 4% | 0.3% | -0.1% | 18%
COCCn1c(SCC(N)=O)nnc1-c1c[nH]c2ccccc12 | 14% | -1.0% | 4% | 0.3 | 88 | -24% | 2% | 4.7% | 0.3% | 7%
CCOC(=O)c1sc2nc[nH]c(=O)c2c1C | -29% | 0.4% | 0% | 0.0 | 33 | -6% | 11% | -0.1% | -0.1% | 4%
O=S(=O)(c1cccc(-c2cn3ccccc3n2)c1)N1CCCC1 | -1% | 6.3% | 1% | 0.8 | 67 | 3% | 9% | 0.4% | -0.1% | 3%
N#CC(C#N)=Cc1cnc(N2CCN(c3ccccc3)CC2)s1 | -22% | 0.9% | -3% | 3.6 | 104 | 6% | 11% | 1.4% | 0.3% | -5%
O=C(O)[C@H]1CCCC[C@H]1C(=O)Nc1ccc(S(=O)(=O)N2CCOCC2)cc1 | 4% | -3.1% | -10% | -0.5 | 46 | -8% | 5% | 0.3% | -0.2% | 27%
Cc1ccc(/C(O)=C2/C(=O)C(=O)OC2c2ccc(Cl)cc2)cc1 (stereo not drawn) | 11% | -0.4% | 15% | 4.3 | 46 | 23% | 13% | 1.1% | -0.1% | 1%
Cc1nn(C(C)C(=O)N2CCOCC2)c(C)c1[N+](=O)[O-] (stereo not drawn) | -1% | -1.4% | -2% | 1.2 | 51 | 8% | -12% | 1.0%[50 µM] | 0.3% | -12%
Cc1ccc(CNC(=O)CS(=O)Cc2nc(-c3ccccc3C)oc2C)cc1 (stereo not drawn) | 6% | 3.7% | -2% | 0.2 | 114 | -2% | 2% | -0.6% | -0.2% | -12%
Cc1ccc(S(=O)(=O)Nc2ccccc2C(=O)Nc2ccc(S(=O)(=O)Nc3nccc(C)n3)cc2)cc1 | 5% | -0.5% | -15% | 0.7 | 49 | 16% | 9% | 4.0% | 0.6% | -8%
CC(C)(C)C1=C(C#N)C(c2cc3c(cc2Br)OCO3)C(C#N)=C(N)O1 (stereo not drawn) | 13% | 3.1% | -4% | 0.3 | 38 | 2% | 3% | 0.4% | -0.2% | 22%
CCn1c(SCC(N)=O)nc2cc(S(=O)(=O)N3CCOCC3)ccc21 | -4% | -4.0% | -2% | 0.8 | 54 | -6% | 9% | 0.5% | 0.2% | 0%
S=C1NCN(C2CCCCC2)CN1c1ccccc1 | 22% | 4.9% | 21% | -0.4 | 51 | 5% | 12% | 0.7% | -0.1% | -8%
CC(C)(C)c1csc(NC(=O)c2ccncc2)n1 | -23% | 2.1% | 1% | 2.1 | 47 | -10% | 10% | -0.8% | -0.5% | 9%
O=C(CSc1nc(CCC2CCCC2)nc2ccccc12)NCc1ccc2c(c1)OCO2 | 12% | 102% | -9% | 12 | 92 | -6% | 10% | 0.0% | -0.2% | 11%
CCN(CC)S(=O)(=O)c1cccc(C(=O)c2c(C)cc3ccccn23)c1 | -66% | -0.9% | -6% | . | . | -7% | 5% | -0.4% | ? | .
C=CCOc1ccc(/C=N/Nc2ccccn2)cc1OC | -38% | 1.6% | 0% | 5.8 | 61 | 0% | 10% | 1.3% | -0.3% | -64%
CCN1CCN(c2ccc(NC(=O)c3ccco3)cc2Cl)CC1 | -14% | -0.4% | -4% | -0.2 | 39 | 12% | 4% | 0.6% | -0.1% | -54%
